# Bioassay records deposited in PubChem by several laboratories.
# mABHD4 FP = inhibitors of mouse ABHD4; Q8VD66; purified mABHD4, FP-Rh probe fluorescence polarization; inhibition, % at 8.92 µM; hit rate 0.54% among 370,000; AID 720543;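 active = inhibition exceeding the mean over every tested compound plus 3 SD, cut at about 30% in these data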;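 note: 0% = plate median of compound wells and 100% = S159A mutant with DMSO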
#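 Assay system: wild-type mouse ABHD4 protein; compound: single nominal dose of 8.92 µM, 0.89% DMSO final; schedule: 45 min + 60 min at 25 °C; measured by: FP readout, ex 525 nm / em 598 nm; evaluation: % inhibition of FP-Rh probe binding versus controls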
# TCR CD3 inh = blocks the human TCR-CD3 interaction; TAMRA-labeled TCR probe fluorescence, biochemical; hit rate 0.37% among 360,000; inhibition, % at 9.4 µM; in the data active = inhibition above about 19%;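 note: recombinant mutant TCR 2C K166C tagged with TAMRA read by polarization; 0% = receptor in buffer alone and 100% = receptor with positive control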
# PRMT1 FP inh = blocks human protein arginine methyltransferase 1; Q99873; recombinant PRMT1, activity-based probe fluorescence polarization; inhibition, % at 2.79 µM; hit rate 1.3% among 370,000;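 active = inhibition above about 21% made by adding two undisclosed values, limit read from the data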
# MBD2 DNA inh = MBD2-methylated oligo binding inhibition | hit rate 0.31% among 370,000 | TR-FRET, MBD2 binding to methylated oligonucleotide | inhibition, % at 4.4 µM | AID 686964; in the data active = inhibition above about 13%
# SIAE inh = blocks human sialic acid acetylesterase; Q9HAT2; SIAE FP-Rh probe binding, fluorescence polarization; inhibition, % at 9.66 µM; hit rate 0.69% among 370,000;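 active = inhibition above a cutoff: mean of compounds within the control limits plus 3 SD of those, cut at about 17% in these data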;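 note: 0% = plate median of compound wells and 100% = probe without SIAE protein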
# LEDGF integ inh = blocks HIV-1 LEDGF/p75-dependent DNA integration; hit rate 0.64% among 370,000; TR-FRET IN-LEDGF/p75 DNA integration, Eu/Cy5; inhibition, % at 3.7 µM;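 active = inhibition above the screen-wide mean plus 3 SD, cut at about 13% in these data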;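 note: signal is the Cy5 over europium emission ratio at 671 and 618 nm; 0% = plate median of compound wells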
# rCAG binder = molecules binding r(CAG) RNA repeats. r(CAG) RNA repeat, TO-PRO-1 dye displacement fluorescence. inhibition, % at 3 µM. hit rate 1.3% among 370,000. AID 651821;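 active = inhibition above the plate cutoff, the mean of all test compounds on that plate plus 3 SD, cut at about 35% in these data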;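 note: 0% = DMSO alone and 100% = 100 µM mitoxantrone as full dye displacement; higher means more dye released from RNA so lower well fluorescence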
# TDP2 absorb = blocks human TDP2 phosphodiesterase activity; O95551; recombinant TDP2, T5PNP hydrolysis, p-nitrophenol absorbance 415 nm; inhibition, % at 12.8 µM; hit rate 0.34% among 370,000; AID 720702;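 active = inhibition above the mean of all tested compounds plus 3 SD, set per campaign, cut at about 25% in these data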;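 note: 0% = DMSO with enzyme and 100% = buffer with substrate but no TDP2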
#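 Assay system: Recombinant human TDP2 | Quantity: 120 nM TDP2 per well | Incubation: 2 h at 37 °C | Signal: Epi absorbance | Evaluation: Percent inhibition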
# GC-B act = GC-B (human) receptor activation. HEK293-GC-B cells, CNP EC30, cGMP TR-FRET; 0% at EC30 CNP, 100% saturating CNP. activation, % at 10 µM. hit rate 0.11% among 370,000. AID 1920062;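 active = activation at 10 µM reaching about 35% in either raw or pattern-adjusted values, limit read from the data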
# Target sequence (P20594 whole entry, looked up): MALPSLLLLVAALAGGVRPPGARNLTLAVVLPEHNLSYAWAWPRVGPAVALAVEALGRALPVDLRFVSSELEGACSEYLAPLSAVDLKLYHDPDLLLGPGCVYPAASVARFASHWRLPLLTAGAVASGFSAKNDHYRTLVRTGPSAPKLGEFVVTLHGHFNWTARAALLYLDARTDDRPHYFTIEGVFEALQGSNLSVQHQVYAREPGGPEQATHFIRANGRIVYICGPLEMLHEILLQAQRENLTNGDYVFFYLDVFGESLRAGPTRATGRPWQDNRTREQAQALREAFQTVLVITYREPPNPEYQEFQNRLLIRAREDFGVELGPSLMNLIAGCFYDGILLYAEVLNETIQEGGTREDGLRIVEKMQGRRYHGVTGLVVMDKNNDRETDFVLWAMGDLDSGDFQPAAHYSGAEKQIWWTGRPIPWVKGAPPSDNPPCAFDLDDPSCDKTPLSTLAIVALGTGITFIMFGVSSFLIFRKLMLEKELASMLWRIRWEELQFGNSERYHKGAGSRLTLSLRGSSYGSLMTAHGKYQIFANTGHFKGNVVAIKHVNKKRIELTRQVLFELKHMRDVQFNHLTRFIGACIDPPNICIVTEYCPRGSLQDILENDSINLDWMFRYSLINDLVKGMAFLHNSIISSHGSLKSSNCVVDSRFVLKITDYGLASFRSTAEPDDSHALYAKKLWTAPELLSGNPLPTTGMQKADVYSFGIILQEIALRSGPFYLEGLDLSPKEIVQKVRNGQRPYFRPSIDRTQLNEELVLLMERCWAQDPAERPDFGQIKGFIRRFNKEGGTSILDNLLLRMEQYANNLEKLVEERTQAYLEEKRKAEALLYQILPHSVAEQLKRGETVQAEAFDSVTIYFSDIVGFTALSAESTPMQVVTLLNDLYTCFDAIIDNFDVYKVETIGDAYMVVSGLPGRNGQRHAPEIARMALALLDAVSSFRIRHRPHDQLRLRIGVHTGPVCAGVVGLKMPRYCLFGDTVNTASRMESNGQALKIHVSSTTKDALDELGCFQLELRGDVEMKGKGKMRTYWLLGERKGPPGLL
# HTRA1 inh = blocks human HTRA1 serine peptidase; Q92743; recombinant HTRA1, FP-rhodamine activity-based probe, fluorescence polarization; inhibition, % at 5.96 µM; hit rate 0.5% among 340,000; AID 504803; in the data active = inhibition above about 36%;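 note: 0% = enzyme with DMSO and 100% = wells lacking enzyme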
# An asterisk follows results filed as active; / = not tested or not shown. The list is partial, so the mix of outcomes need not match the whole.
SMILES,mABHD4 FP,TCR CD3 inh,PRMT1 FP inh,MBD2 DNA inh,SIAE inh,LEDGF integ inh,rCAG binder,TDP2 absorb,GC-B act,HTRA1 inh
O=C(NNC(=O)c1cccs1)c1ccc(Cl)c(Cl)c1,-16,4,1,8,-10,3,5,-7,5,-3
Cc1ccc(CSc2[nH]c(=O)ncc2C)cc1,5,-3,5,-6,1,-1,0,7,-9,-8
COc1ccc(OCc2nc(C#N)c(N3CCN(c4ccc(OC)cc4)CC3)o2)cc1,-12,1,-5,-5,6,9,8,-7,-2,0
CC(=O)Nc1cccc(-c2ccnc3c2CC(C(=O)NCc2ccc(N(C)C)cc2)O3)c1 (stereo unspecified),4,-4,-1,-1,-3,-3,0,-9,-5,/
C/C(=N/NC(=O)CNC(=O)C1COc2ccccc2O1)c1ccc2c(c1)OCCO2 (stereo unspecified),4,-4,0,2,7,-2,-1,9,-2,/
O=C(NCc1ccccc1Cl)c1ccc(-c2ccccc2)cc1,7,-3,3,-3,-5,-5,6,-1,-2,-11
COC(=O)[C@]12C[C@H](CC(=O)N3CCN(C(=O)c4ccco4)CC3)C(=O)N(Cc3ccccc3)C1=C[C@H](C(C)C)O[C@@H]2C1CC1,-3,6,2,0,3,5,0,0,-2,/
CC(OC(=O)C1=COCCO1)C(=O)NC1(C#N)CCCCC1 (stereo unspecified),6,-2,-3,-3,1,3,0,6,6,1
CSc1nc(C)c2c(n1)N(c1ccc(O)cc1)CC2,3,3,2,0,2,1,3,0,-10,2
C[C@H](NC(N)=O)C(=O)OCC(=O)NCc1cccs1,-2,1,1,4,2,1,-3,6,4,0
CC(=O)c1c(O)cc(C)n(Nc2nc(C)cc(C)n2)c1=O,4,5,2,-5,-2,0,0,9,2,5
Cc1cc(C(=O)N2CCC(CO)(Cc3cccc(C(F)(F)F)c3)CC2)n[nH]1,-9,4,-1,1,0,0,-6,8,3,0
CNC(=S)N/N=C/c1ccccc1OCC(=O)O,-1,-11,6,1,-1,-4,-3,11,3,7
O=C(CCc1ccccc1O)N/N=C/c1ccc(Sc2cccc3cccnc23)o1,-49,1,2,1,-28,-6,9,0,3,-62
C/C=C(/C)C(=O)O[C@@H]1c2c(ccc3ccc(=O)oc23)OC(C)(C)[C@@H]1OC(C)=O,-4,-2,-3,5,-4,-1,5,7,-4,-10
COc1ccc(NC(=O)c2c(F)cccc2Cl)cc1S(=O)(=O)N1CCOCC1,-2,-3,-2,-1,-1,2,6,-5,6,0
CCCN(C(=S)Nc1ccccc1)C1CCS(=O)(=O)C1 (stereo unspecified),4,-3,0,4,0,-1,1,7,5,-5
CCn1cc(C(=O)N[C@@H](CCSC)C(=O)NCCCN2CCOCC2)c(=O)c2cc3c(cc21)OCO3,1,1,-3,0,-1,2,-1,-11,4,2
CCCCCC(=O)N1C[C@@H](O)[C@H](n2cc(COC(=O)c3ccccc3)nn2)C[C@@H]1c1ccc(Cl)cc1,-11,5,3,-3,-6,-4,4,7,-2,-30
Cc1ccnc(NC(=O)CCC(=O)N(Cc2ccco2)C(C(=O)NC(C)C)c2ccc(F)cc2)c1 (stereo unspecified),-5,-2,0,4,1,3,-5,-2,1,-2
Cc1ccc(NC(=O)COC(=O)c2ccc(S(=O)(=O)N3CCCCC3)cc2)cc1,7,5,-1,-1,-2,3,1,3,2,-1
COc1ccc(/C=N/NC(=O)C[n+]2ccccc2)c(OC)c1OC,6,3,5,-2,0,-3,-2,-4,1,5
O=S(=O)(Nn1cnnc1)c1ccccc1,-2,8,-1,-3,6,-1,1,4,-3,3
COc1ccc(N(CC(=O)NCCc2ccccc2)C(=O)CCC(=O)Nc2ccccn2)cc1,3,2,-1,3,1,2,-6,-4,-1,4
O=C1C=CN2CCCC2CC1 (stereo unspecified),-1,-1,6,-2,6,1,8,1,-3,4
SMILES,mABHD4 FP,TCR CD3 inh,PRMT1 FP inh,MBD2 DNA inh,SIAE inh,LEDGF integ inh,rCAG binder,TDP2 absorb,GC-B act,HTRA1 inh
Cc1ccc2c(=O)n3c(nc2c1)C(Cc1ccc(O)cc1)NC(=O)c1cc2ccccc2cc1-3 (stereo unspecified),-33,5,-3,3,-11,0,23,3,-2,-67
COc1cc(NC(=O)COc2cccc(C)c2C)ccc1NC(=O)c1ccco1,3,-4,5,2,-8,-7,7,-20,2,-9
O=C(CSc1nnc(CNc2ccc(F)cc2)o1)N1CCN(C(=O)c2ccco2)CC1,7,5,-1,5,-2,5,-3,5,0,-1
O=C(Cc1ccccc1)Nc1cccc(NC(=O)c2ccccc2)c1,-7,1,0,2,-6,2,-3,5,10,-43
O=C(Nc1ccccn1)C1CCN(c2ncnc3c2nc2n3CCCCC2)CC1,0,7,-7,0,17,2,-6,10,-2,2
CCCc1cc(=O)[nH]c(SCC(=O)c2[nH]c(C)c(C(=O)OCC)c2C)n1,-9,-7,5,7,-1,-2,1,0,-3,4
O=C(Cn1ncc2c3ccccc3n(Cc3ccccc3F)c2c1=O)NCCCN1CCCC1=O,-1,-4,5,-5,4,-2,-5,3,29,2
COCc1cc(C)c2c(N)c(C#N)sc2n1,2,0,0,-3,-2,-2,3,6,1,1
CCOC(=O)N(NC(=O)C(O)(CC(C)C)CC(C)C)c1ccccc1,7,-7,-5,-4,4,5,-2,8,2,-5
O=C(NCc1ccc(N2CCCC2=O)cc1)Nc1cccc2ccccc12,5,3,-2,-2,-4,2,0,-2,-1,-5
Cc1cc(OC(=O)c2cc(Cl)ccc2Cl)c([N+](=O)[O-])c(=O)[nH]1,-2,6,0,-2,2,-1,2,7,3,4
CC(Sc1ccc(Cl)cc1)C(=O)NNC(=O)c1csc(N2CCOCC2)n1 (stereo unspecified),-4,-4,-3,-4,2,3,0,6,2,4
CC(C)(C)C1CCC(=NNC(=O)c2ccc(Br)o2)CC1 (stereo unspecified),-3,1,-2,2,-2,4,1,-5,1,4
CC1CCN(C(=O)C(NS(=O)(=O)c2cccc3nsnc23)C(C)C)CC1 (stereo unspecified),-4,-6,3,3,-2,-3,-4,14,-3,2
CC(C)Nc1nnc(SCC(=O)c2c(N)n(Cc3ccccc3)c(=O)n(C)c2=O)s1,3,-7,-4,0,-5,-5,-3,1,0,-7
O=C1CN(Cc2ccccc2)C(=NCc2ccco2)S1,-2,7,3,-1,-7,-1,11,2,3,-26
COc1ccc(OCCCC(=O)OCC(=O)Nc2ccc(Cl)cn2)cc1,-2,-12,5,1,-7,-1,3,-6,-2,-8
N#Cc1c(SCC(=O)O)nc(N2CCCCC2)c2c1CCCC2,10,0,-4,-1,-2,1,35*,8,5,-6
CC(C)C12CN(C(=O)c3ccccc3[N+](=O)[O-])CC(C(C)C)(CN(C(=O)c3ccccc3[N+](=O)[O-])C1)C2=O,-18,-6,8,7,-2,-3,-6,-11,0,10
O=S(=O)(c1cccc(NC(=S)N2CCN(c3cccc(Cl)c3)CC2)c1)C(F)F,-34,-3,-1,-3,-5,1,8,-5,-2,-25
N/C(=N\c1nc(CSc2nnnn2-c2ccccc2)cc(=O)[nH]1)Nc1ccccc1,2,5,-4,-11,-1,-2,1,1,-7,/
CCOC(=O)C1[C@H]2C(=O)N(C(C)c3ccc(OC)cc3)C[C@]23C=C[C@H]1O3 (stereo partly specified),-1,-2,-1,-2,-1,-1,-2,1,4,3
O=C(CSc1nnc(C2CCCCC2)n1Cc1ccccc1)NCc1ccco1,2,1,2,3,-4,1,-3,-3,-8,4
CCSc1nnc(NC(=O)Cn2cnc3ccccc3c2=O)s1,-2,2,0,2,2,0,2,-7,3,-1
Cc1cc(C)n(/N=C/c2cccs2)c(=O)c1C#N,-1,-6,1,3,-3,-2,2,8,3,-1
CCOC(=O)C1(C)CCCCCN1C(=O)c1csnn1 (stereo unspecified),-1,1,1,-2,0,0,1,3,3,/
O=C(NC1CCCCN(Cc2cccc(Cl)c2)C1=O)c1ccc(-c2ccccc2)cc1 (stereo unspecified),0,/,-2,-3,-1,-4,4,10,-3,/
CCc1ccc(Oc2nnnn2-c2ccc(C(N)=O)cc2)cc1,0,3,-1,3,-3,0,0,9,0,2
O=C(CN1CCOCC1)N1CCc2ccccc2C(c2ccccc2)C1 (stereo unspecified),0,5,-1,3,0,0,-6,4,2,5
Cc1nc(CC(=O)Nc2nc(-c3ccccc3)cs2)cs1,-7,6,-4,4,4,-1,-6,-2,2,-2

# Gathered by group: the compounds so far containing two or more sulfur atoms (7)
SMILES,mABHD4 FP,TCR CD3 inh,PRMT1 FP inh,MBD2 DNA inh,SIAE inh,LEDGF integ inh,rCAG binder,TDP2 absorb,GC-B act,HTRA1 inh
CCCN(C(=S)Nc1ccccc1)C1CCS(=O)(=O)C1 (stereo unspecified),4,-3,0,4,0,-1,1,7,5,-5
CC(Sc1ccc(Cl)cc1)C(=O)NNC(=O)c1csc(N2CCOCC2)n1 (stereo unspecified),-4,-4,-3,-4,2,3,0,6,2,4
CC1CCN(C(=O)C(NS(=O)(=O)c2cccc3nsnc23)C(C)C)CC1 (stereo unspecified),-4,-6,3,3,-2,-3,-4,14,-3,2
CC(C)Nc1nnc(SCC(=O)c2c(N)n(Cc3ccccc3)c(=O)n(C)c2=O)s1,3,-7,-4,0,-5,-5,-3,1,0,-7
O=S(=O)(c1cccc(NC(=S)N2CCN(c3cccc(Cl)c3)CC2)c1)C(F)F,-34,-3,-1,-3,-5,1,8,-5,-2,-25
CCSc1nnc(NC(=O)Cn2cnc3ccccc3c2=O)s1,-2,2,0,2,2,0,2,-7,3,-1
Cc1nc(CC(=O)Nc2nc(-c3ccccc3)cs2)cs1,-7,6,-4,4,4,-1,-6,-2,2,-2

# 2 compounds picked at random from the list so far, as already listed:
SMILES,mABHD4 FP,TCR CD3 inh,PRMT1 FP inh,MBD2 DNA inh,SIAE inh,LEDGF integ inh,rCAG binder,TDP2 absorb,GC-B act,HTRA1 inh
Cc1ccc2c(=O)n3c(nc2c1)C(Cc1ccc(O)cc1)NC(=O)c1cc2ccccc2cc1-3 (stereo unspecified),-33,5,-3,3,-11,0,23,3,-2,-67
O=S(=O)(c1cccc(NC(=S)N2CCN(c3cccc(Cl)c3)CC2)c1)C(F)F,-34,-3,-1,-3,-5,1,8,-5,-2,-25
